AmpC detergent = qHTS Inhibitors of AmpC Beta-Lactamase (assay with detergent); AmpC hydrolysis of nitrocefin, absorbance 480 nm, 0.01% Triton; Potency, µM (top dose mostly 114 µM), without a hit: at the top dose activity change, negative = inhibition, hits mostly inhibitors; hit rate 0.041% among 370,000; AID 485294, 2010;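 further: potency means the concentration at half of the fitted maximal effect; 0% = no-compound wells and -100% = no-enzyme wells; nearly all actives have a fitted effect of over 25% in size; some results filed as inactive show a strong effect at the top dose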
Target sequence (P00811 whole entry, looked up): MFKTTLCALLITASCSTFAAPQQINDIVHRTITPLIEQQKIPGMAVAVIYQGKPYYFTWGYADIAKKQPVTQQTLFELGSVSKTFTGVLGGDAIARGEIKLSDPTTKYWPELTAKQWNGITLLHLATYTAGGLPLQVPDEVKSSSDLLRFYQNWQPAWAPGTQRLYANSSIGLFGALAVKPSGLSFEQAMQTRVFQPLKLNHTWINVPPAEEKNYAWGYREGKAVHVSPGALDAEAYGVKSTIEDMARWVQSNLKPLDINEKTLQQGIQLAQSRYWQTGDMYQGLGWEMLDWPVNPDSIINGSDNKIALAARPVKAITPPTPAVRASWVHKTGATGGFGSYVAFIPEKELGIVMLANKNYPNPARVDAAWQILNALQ
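AmpC (5.3 nM in the dispensed reagent) in 20 mM phosphate pH 7.0 with 0.01% (detergent screen) or 0.0001% Triton X-100 was preincubated with compounds for 15 min at room temperature. Nitrocefin was then added from an 800 uM solution, and hydrolysis was followed at 480 nm.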
Tb PYK inh = qHTS of Trypanosoma Brucei Inhibitors; pyruvate kinase (Trypanosoma brucei), Q57TT1; TbPYK enzyme, Kinase-Glo Plus ATP luminescence, 45 min; Potency, µM (doses to about 76.8 µM), inactives show at the highest dose activity, negative = inhibition, actives largely listed as inhibitors; hit rate 0.12% among 410,000; AID 624173, 2012; further: potency means the concentration at half of the fitted maximal effect; nearly all actives have a fitted effect of over 50% in size
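ADP (130 uM final) triggers the TbPYK reaction after compound addition; incubation is 45 min at room temperature. Kinase-Glo Plus is then added and luminescence imaged. Normalized data are fitted to concentration-effect curves.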
HCMV antiviral = qHTS Assay for inhibitors of the human cytomegalovirus (HCMV); hit rate 4.5% among 410,000; AID 1259415, 2018; HFF cells, HCMV-luciferase reporter, 72 h; hits give low values; activity change, negative = inhibition, % at 57.5 µM; in the data active means activity change below about -60%; inconclusive means no clear call, values can overlap the other calls; inactive means above about -39%
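After 16 h attachment at 37C, HFF cells received test compound and HCMV-luciferase (1 PFU/cell); reporter luminescence read 72 h later, data normalized against buffer-only and known inhibitor Salinomycin.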
LmPK inhibitor = qHTS Assay for Inhibitors of Leishmania Mexicana Pyruvate Kinase (LmPK); Q27686; purified LmPK, Kinase-Glo ATP luminescence, 1 h; Potency, µM (top dose mostly 57.5 µM), for the others: at the highest dose activity change, negative = inhibition, usual class: inhibitors; hit rate 0.37% among 290,000; AID 1721, 2009; further: potency means the concentration at half of the fitted maximal effect
Target sequence (Q27686 whole entry, looked up): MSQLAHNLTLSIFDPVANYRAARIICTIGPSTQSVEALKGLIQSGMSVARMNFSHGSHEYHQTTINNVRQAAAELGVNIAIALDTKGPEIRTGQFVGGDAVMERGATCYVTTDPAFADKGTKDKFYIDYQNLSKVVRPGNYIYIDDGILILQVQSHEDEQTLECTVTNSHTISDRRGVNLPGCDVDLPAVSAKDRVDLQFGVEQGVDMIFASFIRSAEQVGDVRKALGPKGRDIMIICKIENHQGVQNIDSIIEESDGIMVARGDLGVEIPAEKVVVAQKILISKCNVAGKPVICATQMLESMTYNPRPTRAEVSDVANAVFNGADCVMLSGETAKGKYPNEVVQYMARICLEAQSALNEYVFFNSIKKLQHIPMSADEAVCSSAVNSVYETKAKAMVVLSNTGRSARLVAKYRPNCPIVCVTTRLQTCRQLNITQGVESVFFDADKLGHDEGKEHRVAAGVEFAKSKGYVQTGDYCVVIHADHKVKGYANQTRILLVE
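qHTS format; LmPK 0.1 nM; substrates PEP 0.5 mM and ADP 0.1 mM. One-hour room-temperature incubation, then coupled luciferase luminescence; 0.5 nM enzyme wells mark activation.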
AMA1 RON2 block = qHTS for Inhibitors of AMA1-RON; Towards Development of Antimalarial Drug Lead: Primary Screen | AlphaScreen AMA1-biotinylated RON2 peptide binding | Plasmodium falciparum AMA1 (3D7) - RON2 peptide interaction | Potency, µM (series often up to 58.2 µM), for the others: at the top dose activity change, negative = inhibition, most hits filed as inhibitors | hit rate 0.2% among 360,000;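 further: potency means the concentration at half of the fitted maximal effect; 0% = vehicle wells and -100% = peptide control; nearly all actives have a fitted effect of over 45% in size; some results filed as inactive show a strong effect at the top dose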
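AMA1 (3D7) with his tag at 25 nM final met compounds first, then biotinylated RON2 peptide at 25 nM; detection used donor plus acceptor beads, 10 µg/mL apiece, read by AlphaScreen after 30 min at room temperature.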
AmpC inh no detg = qHTS Inhibitors of AmpC Beta-Lactamase (assay without detergent); P00811; AmpC nitrocefin hydrolysis, absorbance 480 nm, 0.0001% Triton; Potency, µM (highest dose often 57.1 µM), for inactives: at the top dose activity change, negative = inhibition, actives largely listed as inhibitors; hit rate 0.52% among 330,000; AID 485341, 2010;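 further: potency means the concentration at half of the fitted maximal effect; plate controls were no compound for no effect and no enzyme for full effect; nearly all actives have a fitted effect of over 20% in size; some results filed as inactive show a strong effect at the top dose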
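AmpC (5.3 nM in the dispensed reagent) in 20 mM phosphate pH 7.0 with 0.01% (detergent screen) or 0.0001% Triton X-100 was preincubated with compounds for 15 min at room temperature. Nitrocefin was then added from an 800 uM solution, and hydrolysis was followed at 480 nm.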
Sm TGR block = qHTS Assay for the Inhibitors of Schistosoma Mansoni Peroxiredoxins | Schistosoma mansoni thioredoxin glutathione reductase (TGR), Q962Y6 | purified TGR, DTNB reduction, TNB absorbance 405 nm | Potency, µM (titrated, usually from 114 µM), without a hit: at the highest dose activity change, negative = inhibition, most hits filed as inhibitors | hit rate 3% among 360,000 | AID 485364, 2010; further: potency means the concentration at half of the fitted maximal effect; nearly all actives have a fitted effect of over 60% in size
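TGR 20 nM + NADPH 100 uM (dispensed conc.), cpd preinc 15 min RT; start with NADPH (500 uM addition) then DTNB (15 mM addition). Kinetic TNB absorbance, 405 nm filter. Four-parameter Hill fit across titration.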
The depositor's hits bear a star; ? = inconclusive; / = no result given; [ ] = remark or other dose. Unless noted, the call rests on the fitted dose curve; in most records, active means well fitted curve in the direction sought with a large enough effect; inconclusive means small, poorly fitted or top-dose-only effect, or another doubt; inactive means no such curve, though single readings can be large; an effect the other way counts as inactive or inconclusive. Unless noted, on the % scale 0 is the no-effect control and ±100 the full control effect.

SMILES | AmpC detergent | Tb PYK inh | HCMV antiviral | LmPK inhibitor | AMA1 RON2 block | AmpC inh no detg | Sm TGR block
CCNC(=S)N1CCN(c2nc(-c3ccc(F)cc3)cs2)CC1 | -0.1% | -5.9% | -60.9* | 0.5% | 5.3% | 2.0% | -2.6%
CCOC(=O)c1cccc(NC(=O)c2cc3c(Cl)nc4ccc(C)cc4c3s2)c1 | -5.3% | 0.0% | -12.5 | / | / | / | -4.0%
CC(C)CCNC(=O)c1ccc2c(c1)N(Cc1ccccc1F)C(=O)c1ccccc1S2=O (stereo unspecified) | 11.3% | -3.7% | 1.8 | / | / | / | 2.0%
Fc1ccccc1/C=N/Nc1ncnc2nc[nH]c12 | ? | -7.6% | 169.3 | -11.1% | 25.0% | -12.3% | ?
CC(=O)c1sccc1NC(=O)CC(C)(C)CC(=O)O | 3.5% | 0.7% | 27.4 | -0.9% | 2.8% | -0.7% | 18.8%
CCSc1nc(N)c(C#N)c(-c2ccco2)c1C#N | -2.8% | 7.2% | -11.9 | 0.5% | 1.7% | -36.5% | -13.9%
Cc1ccc(S(=O)(=O)N[C@H](C(=O)OCC(=O)NC(=O)NCc2ccco2)C(C)C)cc1 | / | -2.8% | 18.7 | / | -3.9% | -24.5% | /
COc1ccc(-n2cnnc2SCC(=O)N2CCN(S(=O)(=O)c3ccccc3)CC2)cc1 | -7.9% | -12.6% | ? | -2.9% | 4.1% | 101.7%[activator] | -1.9%
COc1cc(Cl)c(C)cc1NC(=O)CCc1nc2cccnc2n1-c1ccccc1 | 6.1% | -0.8% | 12.1 | / | / | / | -5.6%
COc1ccc(N2CCN(C(=O)CSc3nnc(CNc4ccccc4)o3)CC2)cc1 | -1.4% | -5.2% | -19.9 | 6.6% | -5.1% | 29.5% | -13.7%
NS(=O)(=O)c1ccc(N/N=C/c2ccccc2C(=O)O)c([N+](=O)[O-])c1 | 6.6% | -5.4% | -23.5 | -9.1% | -8.7% | -18.7% | -3.3%
O=C(O)CC/C(=N\NC(=O)c1ccccc1)c1cccs1 | 2.6% | 1.6% | -13.7 | 5.2% | 43.2%[activator] | -33.5% | -10.7%
N#Cc1ccccc1S(=O)(=O)N1CCN(CC(O)COc2ccccc2F)CC1 (stereo unspecified) | 2.3% | -1.1% | -21.7 | 0.4% | -29.2% | 25.5% | -12.9%
CC1=C(c2ccc(C)c(C)c2)S(=O)(=O)N(Cc2ccc(C(=O)NCc3cccc(C)c3)cc2)C1=O | 22.6% | 0.9% | -3.4 | / | / | / | 0.2%
COc1ccc(C(=O)O/N=C2\CCS(=O)(=O)c3sccc32)cc1 | -3.1% | -2.6% | -21.5 | 3.1% | 6.9% | -19.3% | -0.1%

Some of the entries above, reformatted:
molecule: CCSc1nc(N)c(C#N)c(-c2ccco2)c1C#N
  AmpC detergent: -2.8%; Tb PYK inh: 7.2%; HCMV antiviral: -11.9; LmPK inhibitor: 0.5%; AMA1 RON2 block: 1.7%; AmpC inh no detg: -36.5%; Sm TGR block: -13.9%

molecule: Cc1ccc(S(=O)(=O)N[C@H](C(=O)OCC(=O)NC(=O)NCc2ccco2)C(C)C)cc1
  AmpC detergent: /; Tb PYK inh: -2.8%; HCMV antiviral: 18.7; LmPK inhibitor: /; AMA1 RON2 block: -3.9%; AmpC inh no detg: -24.5%; Sm TGR block: /

13 entries from above in a different format:
| structure | AmpC detergent | Tb PYK inh | HCMV antiviral | LmPK inhibitor | AMA1 RON2 block | AmpC inh no detg | Sm TGR block |
| --- | --- | --- | --- | --- | --- | --- | --- |
| CC(C)CCNC(=O)c1ccc2c(c1)N(Cc1ccccc1F)C(=O)c1ccccc1S2=O (stereo unspecified) | 11.3% | -3.7% | 1.8 | / | / | / | 2.0% |
| Fc1ccccc1/C=N/Nc1ncnc2nc[nH]c12 | ? | -7.6% | 169.3 | -11.1% | 25.0% | -12.3% | ? |
| CC(=O)c1sccc1NC(=O)CC(C)(C)CC(=O)O | 3.5% | 0.7% | 27.4 | -0.9% | 2.8% | -0.7% | 18.8% |
| CCSc1nc(N)c(C#N)c(-c2ccco2)c1C#N | -2.8% | 7.2% | -11.9 | 0.5% | 1.7% | -36.5% | -13.9% |
| Cc1ccc(S(=O)(=O)N[C@H](C(=O)OCC(=O)NC(=O)NCc2ccco2)C(C)C)cc1 | / | -2.8% | 18.7 | / | -3.9% | -24.5% | / |
| COc1ccc(-n2cnnc2SCC(=O)N2CCN(S(=O)(=O)c3ccccc3)CC2)cc1 | -7.9% | -12.6% | ? | -2.9% | 4.1% | 101.7%[activator] | -1.9% |
| COc1cc(Cl)c(C)cc1NC(=O)CCc1nc2cccnc2n1-c1ccccc1 | 6.1% | -0.8% | 12.1 | / | / | / | -5.6% |
| COc1ccc(N2CCN(C(=O)CSc3nnc(CNc4ccccc4)o3)CC2)cc1 | -1.4% | -5.2% | -19.9 | 6.6% | -5.1% | 29.5% | -13.7% |
| NS(=O)(=O)c1ccc(N/N=C/c2ccccc2C(=O)O)c([N+](=O)[O-])c1 | 6.6% | -5.4% | -23.5 | -9.1% | -8.7% | -18.7% | -3.3% |
| O=C(O)CC/C(=N\NC(=O)c1ccccc1)c1cccs1 | 2.6% | 1.6% | -13.7 | 5.2% | 43.2%[activator] | -33.5% | -10.7% |
| N#Cc1ccccc1S(=O)(=O)N1CCN(CC(O)COc2ccccc2F)CC1 (stereo unspecified) | 2.3% | -1.1% | -21.7 | 0.4% | -29.2% | 25.5% | -12.9% |
| CC1=C(c2ccc(C)c(C)c2)S(=O)(=O)N(Cc2ccc(C(=O)NCc3cccc(C)c3)cc2)C1=O | 22.6% | 0.9% | -3.4 | / | / | / | 0.2% |
| COc1ccc(C(=O)O/N=C2\CCS(=O)(=O)c3sccc32)cc1 | -3.1% | -2.6% | -21.5 | 3.1% | 6.9% | -19.3% | -0.1% |

(further entries)
SMILES | AmpC detergent | Tb PYK inh | HCMV antiviral | LmPK inhibitor | AMA1 RON2 block | AmpC inh no detg | Sm TGR block
CNc1nc(OC)nc(N(C#N)CN2C(=O)c3ccccc3S2(=O)=O)n1 | -4.2% | 0.8% | -24.7 | -4.4% | 1.9% | -14.6% | -2.8%
CN(CC(=O)Nc1ccccc1Cl)C(=O)COC(=O)c1ccccc1[N+](=O)[O-] | -3.0% | -7.9% | / | / | -24.2% | ? | -0.4%
O=C(c1ccc2nc(Cc3ccccc3F)oc2c1)N1CCCC1 | -0.6% | -0.6% | 155.1 | -10.2% | -9.0% | 3.8% | 0.0%
CCOC(=O)N1CCc2c(sc3c2c(=O)n(-c2ccc(CC)cc2)c(=O)n3CC(=O)NCC2CCCO2)C1 (stereo unspecified) | 1.2% | 2.1% | / | 8.6% | 3.1% | -0.4% | 3.4%
COCCNC(=O)C(c1ccc(Cl)cc1)N(Cc1ccco1)C(=O)CCC(=O)Nc1ccccn1 (stereo unspecified) | -4.2% | -8.6% | -26.1 | -0.3% | -2.4% | 135.4%[activator] | -5.8%
Cc1[nH]c(=O)[nH]c(=O)c1S(=O)(=O)N1CCC(C(=O)NC(C)c2ccccc2)CC1 (stereo unspecified) | ? | 2.5% | ? | 3.1% | 0.0% | -4.7% | -2.4%
Cc1cccc(N2CCN(C(=O)c3ccc(CS(=O)c4cccc(Cl)c4)o3)CC2)c1C (stereo unspecified) | 10.5% | -8.8% | -86.9* | / | / | / | -1.1%
Nc1nc(SCc2ccccc2)n[nH]1 | -4.0% | 0.5% | 29.8 | 0.8% | -0.9% | -26.8% | -6.9%
O=C(Cc1ccccc1F)c1ccc(O)cc1O | 3.4% | -2.9% | 51.4 | 2.3% | 7.3% | -30.4% | 24.3%
Cc1nc(NC2=NCN(Cc3ccc4c(c3)OCO4)CN2)nc2ccccc12 | -11.7% | / | / | 3.8% | / | -12.7% | ?
Cc1ccc2nc(CN(C)C(=O)[C@H]3O[C@@H](n4ccc(N)nc4=O)[C@H](O)[C@@H]3O)[nH]c2c1 | / | 4.8% | -3.5 | / | -1.0% | / | /
CCC(C)n1c(=O)c2sccc2n2c(CCCC(=O)Nc3ccc(F)cc3)nnc12 (stereo unspecified) | -3.1% | -2.5% | -64.7* | / | / | / | 0.7%
O=C(N/N=C/c1cccnc1)c1ccc(O)cc1 | 5.3% | -2.0% | 4.9 | 3.0% | 0.2% | -18.1% | 6.3%
O=C(NCC(=O)N1CCC2(CC1)NCCc1[nH]cnc12)c1ccc2ccccc2c1 | 1.6% | -5.4% | 6.6 | 0.3% | -2.8% | -6.7% | ?
Cc1ccnc(NC(=S)NC(=O)c2cncc(Br)c2)c1 | -2.0% | -5.4% | -38.9 | -1.0% | -3.1% | -20.7% | -10.8%
COc1cccc(C(=O)Oc2c(Br)cc(Br)cc2/C=N/NC(=O)c2cc(C)[nH]n2)c1 | -2.2% | 0.3% | -96.8* | 10.9% | 25.0% | 80.5%[activator] | 2.8%
CCc1nnc(NC(=O)CSc2nc3c([nH]c4ccccc43)c(=O)n2-c2ccc(C)cc2)s1 | 1.9% | -21.1% | 24.9 | / | / | / | -0.9%
COc1ccc(-c2noc(N3CCC(C(=O)Nc4cc(OC)ccc4OC)CC3)n2)cc1 | -10.9% | 2.6% | -22.5 | -7.2% | -14.5% | 25.7% | 13.7%
COc1ccc(C2C(C(=O)O)CC(=O)N2c2ccc(OC)cc2)cc1 (stereo unspecified) | -10.4% | -2.4% | 9.8 | -0.6% | -8.4% | -10.8% | -0.2%
CCC(C)NC(=O)C1CCN(S(=O)(=O)c2ccc(Br)s2)CC1 (stereo unspecified) | ? | -3.1% | -7.1 | 0.0% | -9.8% | -7.3% | 0.0%
O=C(O)COc1ccc(C=C2SC(=S)N(c3ccccc3)C2=O)cc1 | / | -2.6% | -15.0 | / | 20.4% | / | /

Screens from PubChem.

Not a hit list. About 7.4% of those tested had a hit in this group.
